Bioassay records (PubChem BioAssay)
BioA inh – M. tuberculosis BioA enzyme inhibitors, primary screen, biochemical, plate reader, single point, HTS. 7,8-diaminopelargonic acid synthase BioA (Mycobacterium tuberculosis). purified M. tuberculosis BioA enzyme. inhibition, % at 9.99 µM. actives 0.096% (n = 360,000). AID 602481, 2012; in the data active means inhibition above about 40%; inconclusive means no clear call, values can overlap the other calls
FadD28 FP inh – inhibitors of FadD28 bisubstrate probe binding, primary screen, biochemical, fluorescence polarization, single point. Mycobacterium tuberculosis FadD28 fatty-acid-AMP ligase. inhibition, % at 12.5 µM. actives 0.22% (n = 360,000). AID 588549, 2011; in the data active means inhibition above about 8.5%, passing the limit was not always enough; inconclusive means no clear call, values can overlap the other calls
MazF activator – activators of E. coli MazEF toxin-antitoxin RNase, primary screen, biochemical, fluorescence, uHTS. Endoribonuclease toxin MazF (Escherichia coli (strain K12)), P0AE70. FAM/BHQ RNA-DNA oligo cleavage fluorescence, 5 h. activation, % at 20 µM. actives 0.32% (n = 350,000). AID 504720, 2011; in the data active means activation above about 50%
Target sequence (P0AE70 whole entry, looked up): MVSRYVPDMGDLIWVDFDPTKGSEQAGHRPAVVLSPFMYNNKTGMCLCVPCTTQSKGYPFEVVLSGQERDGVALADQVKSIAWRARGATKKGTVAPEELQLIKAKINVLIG
Rv3671c inh – Rv3671c serine protease inhibitors, primary screen, biochemical, fluorescence polarization, M. tuberculosis H37Rv; actives 0.048% (n = 320,000); inhibition, % at 5.96 µM; P9WHR9; in the data active means inhibition above about 38%;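 further: extracellular domain of Rv3671c used as enzyme; 0% = enzyme with DMSO and 100% = no enzyme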
Target sequence (P9WHR9 whole entry, looked up, the tested form may be a part): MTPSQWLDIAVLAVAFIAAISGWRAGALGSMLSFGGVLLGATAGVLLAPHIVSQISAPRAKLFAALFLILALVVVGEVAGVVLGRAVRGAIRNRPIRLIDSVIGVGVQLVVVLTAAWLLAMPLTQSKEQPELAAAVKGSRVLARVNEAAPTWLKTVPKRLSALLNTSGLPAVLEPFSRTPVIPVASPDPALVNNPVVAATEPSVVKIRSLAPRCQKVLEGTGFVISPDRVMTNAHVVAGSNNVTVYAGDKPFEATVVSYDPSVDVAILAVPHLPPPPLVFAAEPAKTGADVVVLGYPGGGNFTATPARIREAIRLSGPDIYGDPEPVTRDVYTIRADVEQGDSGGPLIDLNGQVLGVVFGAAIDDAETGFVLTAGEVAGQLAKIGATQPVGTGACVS
CCHF vOTU inh – CCHFV vOTU protease inhibitors, primary screen, biochemical, Pep-AMC substrate, fluorescence. Crimean-Congo hemorrhagic fever virus L polyprotein viral ovarian tumor (vOTU) protease …. inhibition, % at 11.5 µM. actives 0.55% (n = 370,000). AID 651958, 2012; further: 0% = vehicle wells with enzyme and 100% = no enzyme wells
Mtb FBA inh – Mtb FBA enzyme inhibitors, primary screen, biochemical, fluorescence, strain H37Rv. Fructose-bisphosphate aldolase (Mycobacterium tuberculosis (strain ATCC 25618 / H37Rv)), …. purified M. tuberculosis FBA, fluorescence read-out. inhibition, % at 1 µM. actives 2.3% (n = 360,000). AID 588726, 2011; in the data active means inhibition above about 27%;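 further: 0% = vehicle and 100% = reference inhibitor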
Target sequence (P9WQA3 whole entry, looked up): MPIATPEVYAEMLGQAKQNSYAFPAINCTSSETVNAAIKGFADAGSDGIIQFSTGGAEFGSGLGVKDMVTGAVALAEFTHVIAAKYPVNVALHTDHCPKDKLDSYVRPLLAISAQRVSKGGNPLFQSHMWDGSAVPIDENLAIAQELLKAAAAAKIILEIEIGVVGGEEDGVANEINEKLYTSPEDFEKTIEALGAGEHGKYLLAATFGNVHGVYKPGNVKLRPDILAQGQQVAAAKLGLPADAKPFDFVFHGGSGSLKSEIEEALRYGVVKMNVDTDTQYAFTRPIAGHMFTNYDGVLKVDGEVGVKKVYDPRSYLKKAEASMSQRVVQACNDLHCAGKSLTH
GDH-TPI counter – GDH-TPI coupling enzyme inhibitors, primary screen, artefact control for M. tuberculosis FBA inhibitor project, biochemical, absorbance, full deck. GDH-TPI coupled enzyme counterscreen, NADH absorbance. inhibition, % at 4.8 µM. actives 1.2% (n = 360,000);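 further: 0% = DMSO wells and 100% = wells lacking the enzyme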
BoNT-F LC inh – BoNT/F light chain protease inhibitors, primary screen, biochemical, flow cytometry, MLPCN library; Botulinum neurotoxin type F light chain protease (Clostridium botulinum); Multiplex microsphere protease cleavage assay; inhibition, % at 10 µM; actives 0.22% (n = 360,000); in the data active means inhibition above about 35%, passing the limit was not always enough; inconclusive means no clear call, values can overlap the other calls; further: plate controls were buffer without enzyme for full effect and enzyme alone for no effect
UGM FP inh – M. tuberculosis UGM enzyme inhibitors, primary screen, biochemical, fluorescence polarization, single point; UDP-galactopyranose mutase (Mycobacterium tuberculosis (strain ATCC 25618 / H37Rv)), …; purified UGM, fluorescence polarization probe displacement; inhibition, % at 10 µM; actives 0.06% (n = 320,000); in the data active means inhibition above about 10%, passing the limit was not always enough; inconclusive means no clear call, values can overlap the other calls
DUSP3 inh – VHR1 phosphatase inhibitors, primary screen, biochemical, absorbance, uHTS; Dual specificity protein phosphatase 3 (Homo sapiens), P51452; recombinant VHR phosphatase, pNPP absorbance; inhibition, % at 13.3 µM; actives 0.52% (n = 290,000); AID 1654, 2009; in the data active means inhibition above about 50%; further: some compounds called inactive have numbers as strong as hits
Target sequence (P51452 whole entry, looked up): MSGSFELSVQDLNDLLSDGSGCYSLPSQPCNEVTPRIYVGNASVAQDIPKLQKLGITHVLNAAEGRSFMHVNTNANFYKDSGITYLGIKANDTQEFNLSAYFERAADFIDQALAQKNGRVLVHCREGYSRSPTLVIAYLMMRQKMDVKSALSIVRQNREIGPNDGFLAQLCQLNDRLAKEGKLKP
The depositor's hits bear a star; ? = inconclusive; . = not tested or not shown; & = joins results of further samples. Unless noted, no stated cut-off is given here; in the data, active means inhibition above about 30%; inactive means the rest.

SMILES	BioA inh	FadD28 FP inh	MazF activator	Rv3671c inh	CCHF vOTU inh	Mtb FBA inh	GDH-TPI counter	BoNT-F LC inh	UGM FP inh	DUSP3 inh
CCS(=O)(=O)C1=NN2C(=N)/C(=C\c3ccc(OC(=O)c4ccco4)cc3)C(=O)N=C2S1	0.7	-1.5	5	1	9	1	22	6	0.5	-5
CCN(CC)S(=O)(=O)c1cccc(NC(=O)COC(=O)c2cc(C)oc2C)c1	-0.1	0.5	-1	2	7	3	1	-1	1.9	-8
CC(C)n1c(-c2ccc(N(C)C)cc2)nc2ccccc21	-1.1	0.2	-5	4	-40	185*	11	-9	1.0	28
Fc1ccc(Oc2nc(-c3ccccn3)nc3ccccc23)cc1	1.7	-0.1	9	-1	4	1	1	.	-0.6	2
CC(C)CCNC(=O)CCCn1c(=O)[nH]c2ccc(Br)cc2c1=O	-3.8	0.4	14	-15	-2	1	8	-10	-2.4	15
Fc1ccc(-c2n[nH]c(=S)n2Cc2ccccc2)cc1	0.7	2.3	2	-6	.	3	1	-6	-3.5	.
Cc1ccc(C)c(NC(=S)NC2CC3CCCC(C2)N3CC(C)C)c1 (stereo not drawn)	6.9	-0.9	7	1	5	1	1	4	-0.9	26
CN(C)S(=O)(=O)c1cccc(C(=O)NCCOC(=O)c2cc(F)c(F)cc2Cl)c1	4.7	-1.7	3	1	4	-11	-6	5	0.2	-4
CCS(=O)(=O)N1CCC(C(=O)NCCCN2CCC(Cc3ccccc3)CC2)CC1	-0.2	-2.9	2	-12	-8	0	6	-18	-0.7	5
O=C(O/N=C\c1ccc(N2CCOCC2)c([N+](=O)[O-])c1)c1ccccc1Cl	.	0.5	7	12	9	0	9	4	0.0	11
CCOc1cc2c(cc1C(C)(C)C)NC(=O)CS2	0.1	-0.5	6	-4	12	0	0	-16	-0.5	16
c1ccc(CSc2nnc(-c3ccco3)o2)cc1	-1.0	-2.7	12	-1	0	-1	-2	.	-1.5	-3
O=C(CCC(=O)c1cccs1)NNC(=O)c1cccc(Cl)c1	0.1	-1.9	-5	1	-6	2	4	6	.	.
O=C(O)Cc1coc(-c2ccc(F)cc2)n1	0.6	1.3	2	-1	5	2	0	-30	-2.2	-16
Cc1nc(N2CCN(C)CC2)c2sc(=S)n(C)c2n1	-2.1	-0.9	6	1	.	2	17	-5	-3.3	8
CNS(=O)(=O)c1ccc(CCC(=O)N2CCN(c3ccccc3OC)CC2)cc1	-0.6	-2.6	5	5	6	-6	-21	?	-3.9	2
CN(C1CCCCC1)S(=O)(=O)c1cccc(C#N)c1	.	-2.3	0	7	12	2	3	2	-0.3	18
CCOCCCNC(=O)C(c1ccc(Cl)cc1)N(Cc1cccs1)C(=O)CNC(C)=O (stereo not drawn)	.	0.4	-1	4	11	1	-2	-7	0.1	8
COc1ccc(CCNC(=O)c2ccc(NS(=O)(=O)c3ccc4[nH]c(=O)[nH]c4c3)cc2)cc1OC	0.9	-3.5	1	5	21	2	3	0	5.7	13
Cc1cc(C)c2nc(NNC(=O)c3cc(=O)c4ccccc4o3)sc2c1	0.9	-1.3	-15	1	14	-2	13	-14	-0.4	7
COC12CC(=O)C(C(C)=O)=C(O)C1(C)c1c(O)c(C)c(O)c(C(C)=O)c1O2 (stereo not drawn)	0.0	-17	.	.	7	1	15	-5	.	.
COCCn1nnnc1C(c1cccc(OC)c1OC)N1CCN(C2CCCCC2)CC1 (stereo not drawn)	7.0	0.6	12	0	-4	2	6	2	1.9	21
Cc1ccc(C)c(/C=C/C(=O)c2ccccc(=O)c2O)c1	-0.2	-1.4	-11	7	23	-3	23	2	-2.4	0
CCCCn1c(N)c(N(CCOC)C(=O)CSc2nnc(-c3ccc(C(C)(C)C)cc3)n2N)c(=O)[nH]c1=O	.	-0.7	0	-5	5	4	0	-9	-1.2	.
OCCN1CCN(C(=S)NCCc2ccccc2)CC1	0.4	-0.2	6	2	-2	6	9	.	-1.3	-1
SMILES	BioA inh	FadD28 FP inh	MazF activator	Rv3671c inh	CCHF vOTU inh	Mtb FBA inh	GDH-TPI counter	BoNT-F LC inh	UGM FP inh	DUSP3 inh
OC[C@@H](O)[C@@H](O[C@@H]1O[C@H](CO)[C@H](O)[C@H](O)[C@H]1O)[C@H](O)[C@@H](O)CO	-0.2	-1.8	2	-6	-1	-2	5	-1	-1.3	.
Cc1onc(NC(=O)NC(=O)c2c(F)cccc2Cl)c1Br	-1.0	0.4	-8	6	-8	-1	0	-4	-3.9	24
CSC1=NC(C)(C)C=C(/C=C/c2c(Cl)cccc2Cl)N1	.	-2.4	2	7	16	5	4	-3	1.6	21
c1ccc(OCc2nn3c(Cn4nnc5ccccc54)nnc3s2)cc1	-0.6	-1.4	0	-7	-8	0	13	6	-0.2	24
Cc1ccc(NC(=O)C2CCN(C(=O)c3ccc(Cl)cc3)CC2)nc1	3.8	-1.8	-2	3	0	-1	9	0	.	.
CC(/C=N\N1CCN(Cc2ccc(C)cc2)CC1)=C\c1ccccc1	.	-0.8	8	-9	-6	0	0	-10	-0.8	-15
Cc1oc(-c2ccccc2)cc1C(=O)Nc1cccc(C(=O)O)c1	.	-1.9	-4	-5	3	4	15	-1	-0.3	28
N#Cc1cc2c(nc1SCC(=O)Nc1sc3c(c1C#N)CCC3)CCC2	-3.8	1.2	8	-10	28	-1	3	-16	0.8	32
COC(=O)c1c(-c2cccc3ccccc23)csc1NC(=O)Cc1ccc(OC)c(OC)c1	-1.6	-2.5	-19	-9	15	-1	4	-7	-1.0	8
CC(=O)Nc1ccc(S(=O)(=O)N2CCN(C34CC5CC(CC(C5)C3)C4)CC2)cc1	-1.6	-1.7	5	-5	1	4	0	2	3.7	10
CC(NC(=O)Cc1ccc(S(=O)(=O)N2CCCCC2)cc1)c1ccccc1 (stereo not drawn)	-4.1	0.5	-4	4	-10	2	4	0	0.3	.
O=C(c1ccc(F)cc1)c1ccc(CN2C(=O)c3ccccc3C2=O)o1	.	-4.0	0	0	9	0	2	-3	1.4	13
COc1cccc(CN2CCN(C(=O)c3ccco3)CC2)c1OC	.	-1.0	0	5	2	0	-1	-9	0.1	.
Clc1ccccc1/C=C/C=N/Nc1nc(N2CCOCC2)nc(N2CCOCC2)n1	-2.9	-0.2	-5	-7	8	-4	40*	-6	-2.3	30
O=C(NCCCN1CCOCC1)C(=O)N/N=C/c1ccccc1	.	-1.1	3	-3	-11	-1	0	-2	-2.8	2
C=CCn1c(SCC(=O)Nc2ccccc2)nc2scc(-c3cccs3)c2c1=O	0.5	-1.6	-7	-33	8	0	10	-11	0.0	10
CCN(CC)C(=O)CSc1ncnc2sc(-c3ccccc3)cc12	4.0	-5.6	-2	-22	5	2	8	3	2.4	15
Nc1nonc1C(=O)N/N=C\c1cc2c(cc1Cl)OCO2	-1.9	0.1	-15	.	19	5	22	4	-0.4	-6
O=Cc1c(Cl)nc2ccccn2c1=O	.	2.3	11	6	7	14	15	16	0.1	-5
COc1ccc(C(=O)NCc2ccc3c(c2)OCO3)c(OC)c1	3.6	0.1	-3	8	-2	3	-5	15	3.7	0
CC(=O)Nc1ccc(S(=O)(=O)NCC(=O)OCC(=O)N2CC(C)OC(C)C2)cc1 (stereo not drawn)	-0.6	-2.5	1	4	-6	2	-3	-8	1.1	.
CCc1ccc2c(CN3CCN(Cc4ccccc4)CC3)cc(=O)oc2c1	0.0	-1.1	-4	-1	3	2	5	0	0.5	11
COc1ccc(-c2csc(NC(=O)C3CCN(c4ncnc5sc(C)c(C)c45)CC3)n2)cc1OC	-2.1	-1.4	-17	-11	9	1	9	5	0.7	.
O=c1[nH]c(=O)n(Cc2ccco2)c2c1C(C(F)(F)F)(C(F)(F)F)N=C(CCc1ccccc1)N2	1.6	-2.0	1	9	7	-1	7	18	3.1	41
O=CN(Cc1nc2ccccc2[nH]1)c1ccc(C(=O)O)cc1	-0.7	0.2	12	.	-3	0	0	0	.	.

Limited to BoNT-F LC inh and Mtb FBA inh, for some of the entries so far:
compound | BoNT-F LC inh | Mtb FBA inh
Cc1oc(-c2ccccc2)cc1C(=O)Nc1cccc(C(=O)O)c1 | -1 | 4
N#Cc1cc2c(nc1SCC(=O)Nc1sc3c(c1C#N)CCC3)CCC2 | -16 | -1
COC(=O)c1c(-c2cccc3ccccc23)csc1NC(=O)Cc1ccc(OC)c(OC)c1 | -7 | -1

Going on with the list.
SMILES	BioA inh	FadD28 FP inh	MazF activator	Rv3671c inh	CCHF vOTU inh	Mtb FBA inh	GDH-TPI counter	BoNT-F LC inh	UGM FP inh	DUSP3 inh
Cc1ccc(S(=O)(=O)NC(=O)Nc2ccccc2)cc1	.	0.0	3	-7	-7	7	-3	2	1.6	16
Cc1onc(-c2c(F)cccc2Cl)c1C(=O)OCC(=O)N(C)c1ccccc1	-0.9	-0.9	-1	.	-3	9	3	-2	.	.
O=C(O)C1=C[C@H](c2csc3ccccc23)C[C@H](OCCCCO)O1	1.0&1.8	-2.1	1	-1	-3	3	-2	2	-1.3	18
COc1ccc(OCc2ccc(/C=N\NC(=O)c3sccc3C)o2)cc1	-0.1	-1.7	-4	.	12	3	19	1	-0.6	-2
COc1ccc(C(=O)Nc2ccc(C)cn2)cc1S(=O)(=O)N1CCCc2ccccc21	1.1	?	-3	-3	-7	-1	-6	8	-1.3	.
Cc1ccc(N2CC(C(=O)Nc3ccc(S(=O)(=O)Nc4nccs4)cc3)CC2=O)cc1 (stereo not drawn)	0.3	1.5	-9	0	10	0	-1	-2	-0.8	3
Cc1nnc(C)n1/N=C/c1cccn1C	0.2	-1.6	1	3	7	-3	17	-4	-0.6	-5
CC(C)n1cnc2c(NCc3ccc(S(N)(=O)=O)cc3)nc(NCc3ccc(S(N)(=O)=O)cc3)nc21	0.0	-2.9	-71	-3	3	-3	11	-1	-2.2	3
Cc1ccc(NC(=O)OCc2cn(-c3ccc(Cl)cc3)nn2)cc1	-0.5	-0.9	-30	-5	6	1	-1	-5	-1.4	14
CCCCc1ccc(NC(=S)Nc2cccnc2)cc1	.	-2.8	1	-2	-3	1	3	1	0.2	12
O=C(CSc1ncnc2ccccc12)Nc1ccc2c(c1)OCO2	0.4	-1.0	1	-3	0	-3	5	-7	-0.3	1
CCCCn1c2nc3ccccc3nc2c2c(=O)n(CC(C)C)cnc21	8.3	-1.4	6	.	-4	2	6	2	.	.
CNc1nc(Cl)c(SC)c(NCc2ccc(F)cc2)n1	-0.7	-3.5	-1	-7	-8	0	7	?	-1.9	2
O=C(NC(c1ccc(Cl)cc1)c1cnccn1)C1CCN(CCOc2ccc(F)cc2)CC1 (stereo not drawn)	0.4	-3.4	.	.	-3	-2	-2	0	.	.
CCNc1nc(CC)nc2c1oc1ccccc12	.	0.0	1	-7	-17	5	8	5	1.0	12
CCOc1ccc(C(=O)N2CCc3cc(OC)c(OC)cc3C2)cc1OCC	7.9	-4.9	-3	-10	10	-9	-8	-4	0.4	29
O=C(Cc1ccc(Cl)cc1)Nc1cccc(-c2nnc(-c3ccco3)o2)c1	-2.0	-3.1	-47	-26	-2	8	20	-4	1.9	2
c1ccc(N2CCN(c3nnc(Cc4cccnc4)c4ccccc34)CC2)nc1	2.1	-1.8	4	-4	-5	2	14	8	0.3	19
c1ccc(CN=C2NN=C(c3cc4ccccc4o3)CS2)cc1	.	-2.4	-1	0	-14	2	12	0	-2.7	-4

No enrichment for hits; any-hit rate near 4.9%.
